Screening results: PubChem BioAssay, several laboratories
RmlCD inh 1536 – blocks M. tuberculosis RmlC and RmlD coupled enzymes. actives 0.03% (n = 160,000). RmlC+RmlD coupled enzyme assay, percent inhibition; primary screen in compound mixtures. P9WH09+P9WH11. inhibition, % at 3.6 µM. AID 1533; in the data active means inhibition mostly above about 34%, no sharp cut-off; inconclusive means no clear call, values can overlap the other calls; inactive means mostly below about 22%; further: some results filed as inactive read as strong as hits
Target sequence (P9WH09 whole entry, looked up): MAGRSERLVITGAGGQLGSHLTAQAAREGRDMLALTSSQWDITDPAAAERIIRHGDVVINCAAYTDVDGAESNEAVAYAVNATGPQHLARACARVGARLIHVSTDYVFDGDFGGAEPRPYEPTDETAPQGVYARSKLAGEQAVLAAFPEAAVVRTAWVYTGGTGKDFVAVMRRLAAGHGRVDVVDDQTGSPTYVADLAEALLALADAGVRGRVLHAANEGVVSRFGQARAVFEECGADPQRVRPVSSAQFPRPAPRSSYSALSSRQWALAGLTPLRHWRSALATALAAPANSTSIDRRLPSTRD
Target sequence (P9WH11 whole entry, looked up): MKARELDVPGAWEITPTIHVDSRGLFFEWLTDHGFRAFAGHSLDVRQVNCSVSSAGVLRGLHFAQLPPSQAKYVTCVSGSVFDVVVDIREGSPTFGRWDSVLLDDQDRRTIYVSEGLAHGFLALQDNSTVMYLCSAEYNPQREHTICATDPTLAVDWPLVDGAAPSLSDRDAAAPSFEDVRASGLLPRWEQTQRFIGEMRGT
GlmU inhibition – inhibition of mycobacterial GlmU enzyme – biochemical, glucosamine-1-phosphate acetyltransferase (AID 1376); M. tuberculosis GlmU acetyltransferase enzyme assay; higher % means a stronger effect; inhibition, %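 (tested at 30 µM in the primary screen)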, or IC50 in µM where a hit was titrated; actives 0.25% (n = 220,000); in the data active means inhibition above about 13%; inconclusive means no clear call, values can overlap the other calls;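 further: 0% = complete reaction with vehicle and 100% = reaction without substrate; strong numbers were not always called active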
The depositor's hits bear a star; ? = inconclusive; · = no result given; & = joins results of further samples.

SMILES	RmlCD inh 1536	GlmU inhibition
CC(=O)Nc1cccc(Cl)c1C(=O)O	83	-3.6%
COc1ccc(-n2cnnc2SCC(=O)Nc2nc(C)c(Cl)cc2Cl)cc1	-9	1.3%
Cc1ccccc1CNC(=O)Cc1cccs1	-12	-0.5%
CCOc1ccc(C2c3[nH]c4ccccc4c3CCN2CCCn2cccn2)cc1 (centres undefined)	·	0.3%
COc1ccc(CN2CCNC(=O)C2CC(=O)O)c(OC)c1 (centres undefined)	·	4.5%
CC(C)CN(C(=O)COC(=O)c1ccccc1Sc1ccccc1C#N)C1CCS(=O)(=O)C1 (centres undefined)	-7	-3.2%
O=C(CN1CCN(c2ccccn2)CC1)NCCc1ccccc1	9	-5.8%
CC(C)COC(=O)n1c(=O)oc2cc(S(=O)(=O)N3CCCCC3)ccc21	16	5.1%
O=C(Nc1ccc(N2CCOCC2)cc1)C1(c2ccc(Cl)cc2)CCC1	0	2.4%
CCc1nnc(NC(=O)CSc2nnc(CSc3nc(C)cc(C)n3)o2)s1	·	-1.3%
CCOc1ccc(NC(=O)CC2C(=O)N(c3ccccc3)C(=O)N2CCc2cccs2)cc1 (centres undefined)	11	2.6%
Cc1cc2oc3c(c(=O)c2cc1C)C(c1ccc(F)cc1)N(CCCN1CCOCC1)C3=O (centres undefined)	-8	6.8%
CCCOC(=O)C1=C(C)NC2=C(C(=O)CC(C)(C)C2)C1c1ccc(N(C)C)cc1 (centres undefined)	-15	-2.3%
Cc1cccc(N2CCN(C(=O)C3CCN(S(=O)(=O)c4cccc5nsnc45)CC3)CC2C)c1 (centres undefined)	11	-3.2%
Cc1ccc(C(C)C)c(OCCN2C(=O)NC(C)(C)C2=O)c1	·	4.8%
Cc1ccccc1C(=O)/C=C1/c2ccccc2CC(C)(C)N1C	-2	2.1%
CCc1ccc(CCC(=O)Nc2nnc(CC)s2)o1	·	1.7%
COc1ccccc1C(=O)Nc1ccc(Cc2ccncc2)cc1	6	-3.2%
O=C(NNC1=C(C(=O)C(F)(F)F)CCC1)c1ccc(Br)cc1	·	-0.5%
COc1ccc(C)cc1NC(=O)CN1CCN(S(=O)(=O)c2ccc(F)cc2)CC1	4	-2.1%
Cc1ccc(N/N=C2\CS(=O)(=O)N(C)c3ccsc32)cc1	·	-2.8%
COc1cc(/C=C2\S/C(=N/S(=O)(=O)c3ccc(C)cc3)NC2=O)c([N+](=O)[O-])cc1OC	9	6.7%
OCC1C2c3ccccc3C(c3ccccc32)C1CO (centres undefined)	-10	-0.3%
COCCn1c(SCC(=O)Nc2sccc2C(N)=O)nc2cc(Cl)ccc2c1=O	-3	2.0%
O=C(NCCO)c1ccc(-c2nnc(N3CCOCC3)c3ccccc23)cc1	·	1.2%

A second format for 2 compounds above.
Each structure is followed by: RmlCD inh 1536	GlmU inhibition
COc1ccc(CN2CCNC(=O)C2CC(=O)O)c(OC)c1 (centres undefined)
→ ·	4.5%
CC(C)CN(C(=O)COC(=O)c1ccccc1Sc1ccccc1C#N)C1CCS(=O)(=O)C1 (centres undefined)
→ -7	-3.2%

The list continues.
SMILES	RmlCD inh 1536	GlmU inhibition
CC(C)(C)NC(=O)NC(=O)Cn1cc(C(F)(F)F)ccc1=O	0	4.0%
C#CCn1ccc(O)c(Cc2c(F)cccc2Cl)c1=O	-13	-3.8%
CCN(CC)Cc1c(O)ccc2c(=O)c(Oc3ccccc3OC)coc12	-1	-4.1%
CCC(Sc1nc2ccccc2c(=O)n1CC1CCCO1)C(=O)NCc1cccnc1 (centres undefined)	·	1.2%
C=CCN1C(=O)c2oc3ccccc3c(=O)c2C1c1ccc(O)c(OC)c1 (centres undefined)	-10	·
N#CCc1ccc(NC(=O)/C=C/c2ccc([N+](=O)[O-])o2)cc1	-6	-0.9%
CCOC(=O)C(=O)Cc1nc2ccccc2s1	2	-1.2%
Cc1ccccc1-n1c(=O)cc(N2CC(C)OC(C)C2)[nH]c1=O (centres undefined)	5	0.6%
CCCCNC(=O)CSc1nnc(Cc2ccccc2)n1CC	-7	0.9%
COc1cccc(C2CC(c3ccccc3OC)n3ncnc3N2)c1 (centres undefined)	5	-0.6%
CN(C(=O)COC(=O)c1ccc[nH]c1=O)C1CCCCC1	·	0.3%
CCOC(=O)c1cc2c(ccn2C)n1CC(=O)N1CCN(c2ccccc2OC)CC1	11	-3.0%
CC1(C)C(=O)C2(CCCC2)C(=O)OC1c1ccco1 (centres undefined)	99	-6.4%
CCOC(=O)N1CCC(NC(=O)CCc2cn(C)c3ccccc23)CC1	5	-2.6%
CC(C)NC(=S)NCc1cccnc1	28	0.0%
COc1ccc(NS(=O)(=O)c2cccc(C(=O)N/N=C/c3ccc4c(c3)OCCO4)c2)cc1	·	-0.9%
CC(/C=N/NC(=O)c1n[nH]c2c1CCC2)=C\c1ccccc1	·	3.0%
O=C(CCCn1c(=S)[nH]c2cc3c(cc2c1=O)OCO3)N1CCN(C2CCCCC2)CC1	·	-1.1%
CCCCn1nnnc1SCC(=O)N1CCOCC1	·	-6.2%
Cc1ccc(S(=O)(=O)Cn2nnnc2C(c2ccc(F)cc2)N2CCC(C(N)=O)CC2)cc1 (centres undefined)	-6	1.0%
COc1ccc(-n2nc(C(=O)NCC(=O)Nc3cccc(NC(C)=O)c3)c3ccccc3c2=O)cc1	-11	-1.3%
COc1ccc(-c2nnc(SCc3ccccc3)n2N)cc1	·	6.9%
N#Cc1ccsc1NC(=O)COC(=O)c1cc2ccccc2cc1O	6	0.9%
NC(=S)N/N=C/c1ccccc1O	·	2.1%
CCN(CC)C(=O)c1sc(NC(=O)c2ccoc2C)c(C(=O)OC)c1C	·	1.3%

Part of the list above in order of molar mass, lowest first.
SMILES	RmlCD inh 1536	GlmU inhibition
CC1(C)C(=O)C2(CCCC2)C(=O)OC1c1ccco1 (centres undefined)	99	-6.4%
CC(C)(C)NC(=O)NC(=O)Cn1cc(C(F)(F)F)ccc1=O	0	4.0%
C=CCN1C(=O)c2oc3ccccc3c(=O)c2C1c1ccc(O)c(OC)c1 (centres undefined)	-10	·
CCN(CC)C(=O)c1sc(NC(=O)c2ccoc2C)c(C(=O)OC)c1C	·	1.3%
CCC(Sc1nc2ccccc2c(=O)n1CC1CCCO1)C(=O)NCc1cccnc1 (centres undefined)	·	1.2%

Continuation:
SMILES	RmlCD inh 1536	GlmU inhibition
COc1ccc(C(c2sc3nc(C)nn3c2O)N2CCCCC2)cc1 (centres undefined)	8	-4.6%
Cc1cc(=O)n(CC(=O)O)c2ccccc12	8	4.1%
CC(NC(=O)/C=C/c1ccccc1)c1ccccc1 (centres undefined)	-6	5.2%
O=C(Nc1nnc(COc2ccc(Br)cc2)s1)c1ccco1	-3	-1.2%
CSc1nccc(N2CCN(c3ccc(F)cc3)CC2)n1	9	-6.2%
CC(C)(C)c1cc(OS(C)(=O)=O)ccc1O	3	-3.4%
COc1ccc(CCNC(=O)COC(=O)Cc2ccccc2)cc1	5	5.0%
O=C(CCCn1c(SCC(=O)NC2CCCCC2)nc2ccccc2c1=O)NCC1CCCO1 (centres undefined)	·	7.0%
CCOc1ccc(CC2S/C(=N/c3ccccn3)NC2=O)cc1 (centres undefined)	7	-3.1%
CCOC(=O)N1CCN(c2ccc3nnnn3n2)CC1	·	2.8%
COc1ccc(-c2nnn(CC(=O)N(C3CCCC3)C(C)C(=O)NC3CCCC3)n2)cc1OC (centres undefined)	5	-5.6%
O=C(O)COc1ccccc1/C=N/NC(=O)CSc1nnc(SCc2ccc(Cl)cc2)s1	-8	6.6%
CC(=O)c1ccc(-n2c(-c3cc(-c4ccco4)[nH]n3)n[nH]c2=S)cc1	·	5.8%
Cc1ccc(NC(=O)Nc2ccccc2)c(Br)c1	6	-0.6%
COc1ccc2nc(NC(=O)c3ccccc3-c3ccccc3C(=O)O)sc2c1	-4	4.6%
Cn1[nH]c(C(F)(F)F)c(C=NCc2ccc(Cl)cc2)c1=O	8	-2.6%
S=C(Nc1cccnc1)NC1CCCCCCC1	-11	4.0%
CN(CC(=O)OCC(=O)NCc1ccccc1)S(=O)(=O)c1ccc(Cl)cc1	·	3.9%
O=C(Nc1ccc(S(=O)(=O)N2CCCC2)cc1)c1ccc(CN2CCOCC2)cc1	-8	·
Cc1ccc(NC(=O)Nc2ccc3c(c2)nc(C)n3C)cc1C	·	0.4%
CC(C)CNC(=O)c1cccc(NC(=O)c2ccco2)c1	·	3.1%
O=C(NC1CCCC1)c1cccc(NC(=O)c2ccco2)c1	·	3.4%
COc1ccc(C(N)=O)cc1NC(=O)c1cccc(F)c1	13	-2.8%
O=C(Cc1cccs1)N/N=C/c1ccccn1	14	-4.0%
[O-][n+]1onc2c1CCC1N(O)C(c3ccccc3)CC21O (centres undefined)	·	-4.8%

Gathered by group: the compounds so far containing a nitro group on carbon (2)
SMILES	RmlCD inh 1536	GlmU inhibition
COc1cc(/C=C2\S/C(=N/S(=O)(=O)c3ccc(C)cc3)NC2=O)c([N+](=O)[O-])cc1OC	9	6.7%
N#CCc1ccc(NC(=O)/C=C/c2ccc([N+](=O)[O-])o2)cc1	-6	-0.9%

More structures follow:
SMILES	RmlCD inh 1536	GlmU inhibition
CC(OC(=O)c1cccs1)C(=O)Nc1nc(-c2ccccc2)cs1 (centres undefined)	19	-2.0%
COC(=O)c1c(C)oc2ccc(NS(=O)(=O)c3cccs3)cc12	29	3.2%
CCOCCn1c(CN2CCCC(C)C2)nc2c1c(=O)n(C)c(=O)n2C (centres undefined)	·	-0.5%&1.6%
CC(C)c1[nH]nc2c1C(C(C)C)C(C#N)=C(N)O2 (centres undefined)	-7	-8.3%
CCc1cc2c(=O)n(CCC(C)C)c(=S)[nH]c2s1	-6	7.7%
O=C(c1n[nH]c(=O)c2ccccc12)N1CCN(c2ccccc2Cl)CC1	·	5.9%
CC(C)CC(=O)NC(=S)Nc1ccc(Cl)cn1	-11	1.1%
O=C(NCC1CCCO1)C1CCN(CC2CCCCC2)CC1 (centres undefined)	6	3.4%
Cc1ccc(N(CC(=O)NCC2CCCO2)C(=O)Cn2nnc(-c3cccs3)n2)cc1 (centres undefined)	-17	1.4%
CCOC(=O)Cc1cc(=O)n2[nH]c(-c3ccc(Cl)cc3)cc2n1	-8	1.1%
Cc1ccc(NC(=O)c2cc(C)n(-c3cccc(C)c3)c2C)cc1	10	-5.8%
COc1ccc(/C=N/n2nnnc2N)cc1OC	·	0.2%
CN(CC(=O)Nc1ccccc1N1CCOCC1)S(=O)(=O)c1ccc(F)cc1	9	-3.2%
COc1ccc(C(=O)NNC2=NC(C)(C)Cc3cc(C)c(C)cc32)cc1	9	·
O=C(NCc1ccco1)C(=O)NCC1OCCCN1S(=O)(=O)c1ccc(Cl)cc1 (centres undefined)	22	2.3%
C=CCn1c(N)c(C(=O)Nc2ccccc2)c2nc3ccccc3nc21	-9	5.9%
Cc1cc(C(=O)Nc2cccc(C(=O)O)c2)c(C)o1	·	2.7%
O=C(c1ccccc1F)N(Cc1cccnc1)Cc1cc2cc3c(cc2[nH]c1=O)OCCO3	-5	5.2%
CSC1=NCCN1S(=O)(=O)c1ccc2ccccc2c1	5	-5.1%
Cc1c(NC(=O)COC(=O)C23CC4CC(CC(Br)(C4)C2)C3)c(=O)n(-c2ccccc2)n1C	-9	8.3%
COc1cccc(CNC(=O)CSc2ccc(-c3cccs3)nn2)c1	5	3.1%
CCOc1ccccc1-n1c(O)c(C=Nc2c(C)n(C)n(-c3ccccc3)c2=O)c(=O)[nH]c1=O	-10	-5.1%
CC(C)(C)NC(=O)Cn1cc(C#N)c2cc(Br)ccc21	9	-3.5%
CCCCOC(=O)Cn1c(-c2ccccc2)nc2ccccc2c1=O	-8	-1.7%
Cc1cc(-c2ccccc2)nc(SC(C(=O)O)c2ccccc2)n1 (centres undefined)	-8	2.1%

Compounds from the list above that have a CF3 group, in the order listed:
SMILES	RmlCD inh 1536	GlmU inhibition
O=C(NNC1=C(C(=O)C(F)(F)F)CCC1)c1ccc(Br)cc1	·	-0.5%
CC(C)(C)NC(=O)NC(=O)Cn1cc(C(F)(F)F)ccc1=O	0	4.0%
Cn1[nH]c(C(F)(F)F)c(C=NCc2ccc(Cl)cc2)c1=O	8	-2.6%

Continuation:
SMILES	RmlCD inh 1536	GlmU inhibition
CCOC(=O)c1cnc(SC)nc1Nc1cccc2ccccc12	·	3.2%
CCCC(=O)Nc1nnc(CCOC)s1	2	1.7%
CCOC(=O)CN1C(=O)C(O)(CC(=O)c2cccc(OC)c2)c2ccccc21 (centres undefined)	?	-3.1%
CCCN1CCN(S(=O)(=O)c2ccc3c(c2)OCCO3)CC1	2	-3.5%
O=C1O/C(=C/C(=O)N2CCOCC2)c2ccccc21	·	1.7%
CCSc1nnc(-c2ccccc2NC(C)=O)c(=O)[nH]1	14	5.0%
CC(=O)Nc1ccc(S(=O)(=O)Nc2ccc(C(=O)NCC(=O)O)cc2)cc1	·	-3.4%
CCOc1ccccc1NC(=O)CCCc1nc2ccccc2c(=O)[nH]1	4	5.9%
CCn1c(C)nc2cc(C(=O)N/N=C/c3ccc(O)c(O)c3O)ccc21	-11	13%*
O=C(NCC(=O)N(c1ccc2c(c1)OCCO2)C(C(=O)NC1CCCC1)c1ccco1)c1ccco1 (centres undefined)	1	0.4%
COc1ccc2c(c1)OC(O)(C(F)(F)C(F)F)CC2=O (centres undefined)	10	6.5%
COC(=O)c1ccc(NC(=O)CSc2nnc(-c3ccncc3)n2N)cc1	-9	0.7%
Cc1nn2c(NCCN(C)C)c3c(nc2c1-c1ccccc1)CCC3	6	-2.1%
Cc1ccc(CSc2nnc3c(n2)OC2(Nc4ccccc4-3)C(=O)Nc3ccc(F)cc32)cc1 (centres undefined)	-8	0.1%
O=C1NCC(COc2cccc3ccccc23)O1 (centres undefined)	-19	-1.6%
CC1CCCCN1C(=O)c1cc(F)c(F)cc1Cl (centres undefined)	-6	5.6%

This is a subset; count on the stated rates, not on these rows.
